High-throughput results (PubChem)
AmpC inh detg: qHTS Inhibitors of AmpC Beta-Lactamase (assay with detergent). P00811. AmpC hydrolysis of nitrocefin, absorbance 480 nm, 0.01% Triton. Potency, µM (series often up to 114 µM), for the others: at the top dose activity change, negative = inhibition, most hits filed as inhibitors. 370,000 tested, 0.041% active. AID 485294, 2010;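 note: potency is the fitted concentration of half-maximal effect; 0% = no-compound wells and -100% = no-enzyme wells; nearly all actives have a fitted effect of over 25% in size; some results filed as inactive show a strong effect at the top dose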
Target sequence (P00811 whole entry, looked up): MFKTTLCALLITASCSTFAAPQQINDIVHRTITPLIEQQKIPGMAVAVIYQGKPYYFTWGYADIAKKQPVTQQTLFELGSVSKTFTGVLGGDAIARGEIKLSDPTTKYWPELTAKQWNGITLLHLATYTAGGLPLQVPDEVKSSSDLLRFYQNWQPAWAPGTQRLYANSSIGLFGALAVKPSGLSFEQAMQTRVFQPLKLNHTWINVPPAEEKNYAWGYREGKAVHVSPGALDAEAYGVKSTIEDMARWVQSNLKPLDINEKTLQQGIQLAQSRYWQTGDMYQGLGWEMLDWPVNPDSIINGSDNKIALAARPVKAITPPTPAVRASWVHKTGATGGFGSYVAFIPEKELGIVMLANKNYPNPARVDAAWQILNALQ
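20 mM phosphate pH 7.0 + 0.01% (detergent screen) or 0.0001% Triton X-100; 5.3 nM AmpC reagent; cpd preinc 15 min RT; nitrocefin (800 uM stock) to start; A480 q20 s × 4 min; Activity was normalised to no-enzyme and no-compound control wells.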
HCMV inh: qHTS Assay for inhibitors of the human cytomegalovirus (HCMV); AID 1259415, 2018; HFF cells, HCMV-luciferase reporter, 72 h; active compounds read low; 410,000 tested, 4.5% active; activity change, negative = inhibition, % at 57.5 µM; in the data active = activity change below about -60%; inconclusive = no clear call, values can overlap the other calls; inactive = above about -39%
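Steps: HFFs plated, 16 h 37C; compounds added; HCMV-luciferase added to MOI 1 PFU/cell; 72 h 37C; OneGlo reagent, 5 min room temperature; luminescence read, normalized to controls.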
AMA1-RON2 inh: qHTS for Inhibitors of AMA1-RON; Towards Development of Antimalarial Drug Lead: Primary Screen. AID 720542, 2013. 360,000 tested, 0.2% active. Plasmodium falciparum AMA1 (3D7) - RON2 peptide interaction. Potency, µM (highest dose often 58.2 µM), for inactives: at the highest dose activity change, negative = inhibition, actives largely listed as inhibitors. AlphaScreen AMA1-biotinylated RON2 peptide binding;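 note: potency is the fitted concentration of half-maximal effect; 0% = vehicle wells and -100% = peptide control; nearly all actives have a fitted effect of over 45% in size; some results filed as inactive show a strong effect at the top dose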
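AMA1 (3D7) with his tag at 25 nM final met compounds first, then biotinylated RON2 peptide at 25 nM; detection used donor plus acceptor beads, 10 µg/mL apiece, read by AlphaScreen after 30 min at room temperature.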
AmpC no deterg: qHTS Inhibitors of AmpC Beta-Lactamase (assay without detergent). AmpC nitrocefin hydrolysis, absorbance 480 nm, 0.0001% Triton. Potency, µM (series often up to 57.1 µM), for inactives: at the top dose activity change, negative = inhibition, actives largely listed as inhibitors. AID 485341, 2010. P00811. 330,000 tested, 0.52% active;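 note: potency is the fitted concentration of half-maximal effect; plate controls were no compound for no effect and no enzyme for full effect; nearly all actives have a fitted effect of over 20% in size; some results filed as inactive show a strong effect at the top dose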
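20 mM phosphate pH 7.0 + 0.01% (detergent screen) or 0.0001% Triton X-100; 5.3 nM AmpC reagent; cpd preinc 15 min RT; nitrocefin (800 uM stock) to start; A480 q20 s × 4 min; Activity was normalised to no-enzyme and no-compound control wells.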
Giardia FBPA inh: qHTS Assay for Inhibitors of Fructose-1,6-bisphosphate Aldolase from Giardia Lamblia; 290,000 tested, 0.71% active; purified Giardia FBPA; Potency, µM (series often up to 59.6 µM), inactives show at the highest dose activity, negative = inhibition, hits mostly inhibitors; note: potency is the fitted concentration of half-maximal effect; nearly all actives have a fitted effect of over 55% in size
Target sequence (A8B2U2 whole entry, looked up): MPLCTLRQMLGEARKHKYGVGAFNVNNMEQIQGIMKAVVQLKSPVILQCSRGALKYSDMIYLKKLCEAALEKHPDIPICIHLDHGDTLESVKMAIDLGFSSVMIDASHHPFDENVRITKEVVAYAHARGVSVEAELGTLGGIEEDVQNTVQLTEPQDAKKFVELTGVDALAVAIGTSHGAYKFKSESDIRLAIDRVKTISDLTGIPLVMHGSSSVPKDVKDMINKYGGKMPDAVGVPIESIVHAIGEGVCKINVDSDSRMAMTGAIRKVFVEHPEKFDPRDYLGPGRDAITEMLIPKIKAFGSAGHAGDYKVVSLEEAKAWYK
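Giardia FBPA (40 nM reagent) was preincubated 10 min at RT with compound (up to 57.5 uM final), then substrate plus GAPDH/TPI/NAD/arsenate coupling system with diaphorase/resazurin was added; resorufin fluorescence (525/598 nm) was read after 20 min.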
Sm TGR block: qHTS Assay for the Inhibitors of Schistosoma Mansoni Peroxiredoxins; purified TGR, DTNB reduction, TNB absorbance 405 nm; 360,000 tested, 3% active; Potency, µM (doses to about 114 µM), inactives show top-dose activity change, negative = inhibition, most hits filed as inhibitors; Schistosoma mansoni thioredoxin glutathione reductase (TGR), Q962Y6; note: potency is the fitted concentration of half-maximal effect; nearly all actives have a fitted effect of over 60% in size
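Kinetic colorimetric format: TGR-catalysed, NADPH-driven DTNB reduction monitored via TNB absorbance. Enzyme dispensed at 20 nM; compound exposure 15 min at room temperature before reaction start.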
An asterisk follows results filed as active; ? = inconclusive; nt = no result given; [ ] = another dose, or the depositor's remark. Unless noted, calls come from the whole dose curve; as a rule, active = well fitted curve in the direction sought with a large enough effect; inconclusive = small, poorly fitted or top-dose-only effect, or another doubt; inactive = no such curve, though single readings can be large; an effect the other way counts as inactive or inconclusive. Unless noted, % is set by controls: 0 for no effect and ±100 for the full control effect.

SMILES | AmpC inh detg | HCMV inh | AMA1-RON2 inh | AmpC no deterg | Giardia FBPA inh | Sm TGR block
Cc1cccc(NC(=O)c2ccc(COc3ccccc3)o2)n1 | 3% | 10 | 12% | -18% | nt | -18%
NC(=O)c1ccccc1NC(=O)/C=C/c1c(Cl)cccc1Cl | -4% | 111 | -6% | -20% | nt | 8%
O=C(CC12CC3CC(CC(C3)C1)C2)Nc1ccc(C(=O)O)cc1 | ? | 22 | -17% | -15% | 4% | 9%
O=C(COc1ccc(/C=N/NC(=O)c2cc3ccccc3o2)cc1Cl)Nc1ccccc1 | -7% | nt | 3% | -15% | -8% | -30%
CC1CCN(C(=O)CSc2nc3ccccc3c(=O)[nH]2)CC1 | -7% | 49 | 23% | -15% | 2% | 10%
O=C(Nc1ccc(F)cc1)Nc1ccc(S(=O)(=O)N2CCCC2)cc1 | 1% | -32 | -3% | -30% | nt | -12%
Cc1cc(C)nc(NN=C(c2ccccc2)c2ccccc2)n1 | -1% | ? | 8% | 9% | -10% | -6%
Cc1ccc(C(=O)C2CN3CCC2CC3)cc1 (stereo unspecified) | 1% | 21 | 2% | -6% | 0% | -4%
COc1ccc(C(CC(=O)c2ccccc2)S(=O)(=O)c2ccc(C)cc2)cc1 (stereo unspecified) | 1% | -105* | 3% | -17% | 1% | 1%
Cc1cccc(N/C=C/C(=O)c2cccs2)c1C | -2% | 35 | -7% | -30% | -4% | 6%

Looked up by compound from above, three records:
SMILES | AmpC inh detg | HCMV inh | AMA1-RON2 inh | AmpC no deterg | Giardia FBPA inh | Sm TGR block
COc1ccc(C(CC(=O)c2ccccc2)S(=O)(=O)c2ccc(C)cc2)cc1 (stereo unspecified) | 1% | -105* | 3% | -17% | 1% | 1%
Cc1ccc(C(=O)C2CN3CCC2CC3)cc1 (stereo unspecified) | 1% | 21 | 2% | -6% | 0% | -4%
NC(=O)c1ccccc1NC(=O)/C=C/c1c(Cl)cccc1Cl | -4% | 111 | -6% | -20% | nt | 8%

Continued:
SMILES | AmpC inh detg | HCMV inh | AMA1-RON2 inh | AmpC no deterg | Giardia FBPA inh | Sm TGR block
CCOC(=O)c1[nH]c2ccc(OC)cc2c1NC(=O)/C=C/c1ccc2c(c1)OCO2 | 13% | 8 | 7% | -50% | 7% | 3%
CC(=O)Nc1nonc1-c1nnc(SCc2ccccc2F)n1C | 0% | 24 | nt | nt | nt | 3%
CCOc1ccccc1-c1nc(CN2CCCC2c2nccs2)c(C)o1 (stereo unspecified) | 2% | -24 | 7% | 82%[activator] | 2% | 0%
COc1ccc(CNC(=O)C(=O)NCC2OCCN2C(=O)c2ccc(OC)cc2)cc1 (stereo unspecified) | -6% | ? | 9% | -1% | nt | -2%
COc1ccc(-n2nc([N+](=O)[O-])c(=NCCc3ccccc3)n2O)cc1 | -8% | 41 | -24% | 2% | 3% | -25%
Cc1ccc(C(C(=O)NC(C)(C)C)N(C(=O)c2csnn2)c2cccc(F)c2)o1 (stereo unspecified) | -20% | 48 | -1% | -6% | -4% | 11%
COc1cc(NC(=O)C(c2ccccc2)c2ccccc2)c(C(=O)O)cc1OC | -1% | 33 | -3% | -19% | -5% | -23%
Cc1c(C(=O)OC(C)C)sc(N)c1C(=O)OC(C)C | -3% | -29 | -20% | -6% | -5% | 5%
Cc1ccc(-n2ncc(C(=O)NCc3ccco3)c2C2CCN(C(=O)OC(C)(C)C)CC2)cc1C | -4% | 0 | nt | nt | nt | -9%
CCOC(=O)C1=C(O)/C(=C/c2ccc(OCC(=O)O)c(OCC)c2)SC1=Nc1ccc(C)cc1 | -7% | ? | -1% | 154%[activator] | 6% | nt
CCOC(=O)c1cnc(-n2nc(C)cc2C)nc1Nc1ccc2c(c1)OCO2 | 11% | nt | nt | -17% | 19% | -2%
CS(=O)(=O)N1CCN=C1SCc1ccccc1 | 10% | 0 | 5% | -6% | nt | 1%
O=C(O)c1cccc(Oc2ccccc2[N+](=O)[O-])c1 | -13% | 18 | 7% | -10% | 18% | 5%
Cc1ccc(-c2nn(-c3ccccc3)cc2/C=C2\SC(=S)N(CC(=O)O)C2=O)cc1 | 5% | -30 | -4% | -6% | 0% | 9%
O=C(NCCCN1CCOCC1)c1ccc2c(=O)n(Cc3ccccc3)c(=S)[nH]c2c1 | 1% | ? | 8% | 49% | ? | 2%
CC1=C(C(=O)N2CCCCC2)C(c2cccs2)NC(=O)N1 (stereo unspecified) | -11% | 23 | 31%[activator] | -6% | -7% | 0%
O=C(CNC(=O)c1ccccc1Br)NNC(=O)c1cccs1 | -15% | 12 | 20% | -16% | nt | 4%
CCCCC(=O)Nc1ccc2oc(-c3ccncc3)nc2c1 | 0% | 63 | -9% | -7% | -5% | 3%
Cc1cc(OCC(=O)NCCCn2ccnc2)c2c(C)cc(=O)oc2c1 | 3% | 13 | 0% | -3% | nt | -2%
Cc1ccc(CCNC(=O)C2CCC(CNc3c(N4CCC(C)CC4)c(=O)c3=O)CC2)cc1 (stereo unspecified) | ? | -15 | -3% | 13% | -4% | -5%
CC(=O)C1C(c2ccc(Br)cc2)C2C(C)=NN=C2CC1(C)O (stereo unspecified) | -7% | -34 | -5% | -6% | 14% | -11%
Cc1ccc(C(=O)N2CCN3C(=O)c4ccccc4C23c2ccc(Cl)cc2)cc1 (stereo unspecified) | -7% | -71* | -24% | 29% | -1% | -18%
CC(OC(=O)c1ccc(NC(=O)CC#N)cc1)C(=O)Nc1ccc2c(c1)OCCO2 (stereo unspecified) | -10% | 2 | -14% | -26% | nt | -4%
CCN(CC)C(=S)Oc1c(Cl)cccc1Cl | -2% | -15 | 10% | -45% | -2% | 7%
O=C(Cn1c(=O)nc(-c2ccccc2F)c2cc(Cl)ccc21)Nc1ccccc1C(F)(F)F | 9% | 17 | nt | nt | nt | 3%
N#Cc1ccccc1S(=O)(=O)N1CCN(C(=O)c2cc(-c3ccccc3)nn2-c2ccccc2)CC1 | -8% | ? | -14% | -7% | nt | -1%
O=C(O)C1C2C=CC(C2)C1C(=O)Nc1ccc2c(c1)OCCO2 (stereo unspecified) | -4% | nt | 21% | -13% | 5% | -3%
CCN(CC)S(=O)(=O)c1ccc(OC)c(NC(=S)Nc2cccc(C)c2C)c1 | -11% | -20 | 9% | -17% | -1% | -7%
Cc1ccc(CN2COc3ccc4c(C)cc(=O)oc4c3C2)cc1 | 3% | -18 | nt | nt | nt | 6%
O=C(O)c1c(F)c(F)c(F)c(F)c1-c1ccc(Cl)cc1 | -15% | -14 | 2% | -17% | 28% | -1%

The last 2 entries of the part above lead into the next:
SMILES | AmpC inh detg | HCMV inh | AMA1-RON2 inh | AmpC no deterg | Giardia FBPA inh | Sm TGR block
Cc1ccc(CN2COc3ccc4c(C)cc(=O)oc4c3C2)cc1 | 3% | -18 | nt | nt | nt | 6%
O=C(O)c1c(F)c(F)c(F)c(F)c1-c1ccc(Cl)cc1 | -15% | -14 | 2% | -17% | 28% | -1%
O=C(CNC(=O)c1ccco1)OCC(=O)c1ccc2c(c1)CCCC2 | ? | 40 | -23% | -34% | -1% | ?
Cc1ccc2[nH]c(=S)n(-c3cccnc3)c(=O)c2c1 | 13% | 6 | 54%[activator] | 6% | -2% | 9%
NC(=O)COc1ccc(NS(=O)(=O)Cc2ccccc2)cc1 | -6% | 25 | -1% | -4% | -4% | ?
COc1ccc(OC)c(C(=O)CN2C(=O)NC(C)(c3ccccc3)C2=O)c1 (stereo unspecified) | -5% | -61* | 7% | 81%[activator] | 4% | -1%
Cn1cnc2c(=O)[nH]cc([N+](=O)[O-])c21 | 0% | -17 | 0% | -1% | -26% | 16%
COc1ccc(S(=O)(=O)Nc2ccc3c(c2)C(=O)N([C@H](C)CO)C[C@H](C)[C@@H](CN(C)C(=O)NC(C)C)O3)cc1 | nt | -28 | 5% | 2% | nt | nt
CCCCCCC1CC(CCc2nc(=S)[nH][nH]2)C(=O)O1 (stereo unspecified) | -14% | 19 | 68%[activator] | -20% | 4% | 1%
Cc1cnc(C(=O)OCC(=O)C23CC4CC(CC(C4)C2)C3)cn1 | 3% | 57 | 0% | 13% | -9% | 0%
CCCc1nc2oc3c(NCCOCCO)ncnc3c2c2c1COC(C)(C)C2 | -3% | -102* | -5% | 67%[activator] | -3% | 7%
C#CCOCCOCCOCCNc1nc(N2CCN(C(=O)[C@H](CCCN=C(N)N)n3cc(C(N)[C@@H](C)CC)nn3)CC2)nc(N2CCN(C(=O)[C@H](CCCCN)n3cc([C@@H](N)[C@H](C)CC)nn3)CC2)n1 (stereo partly specified) | nt | 21 | 47%[activator] | 94%[activator] | nt | nt
Cc1ccc(Sc2ncccc2C(=O)NCC(c2ccc(F)cc2)N2CCOCC2)cc1C (stereo unspecified) | -15% | -33 | 5% | 199%[activator] | nt | -10%
O=S(=O)(NC1CC1)c1cccc(S(=O)(=O)N2CCCC2)c1 | -11% | -3 | -9% | -4% | 2% | -9%
O=C(NCc1ccccc1F)C(=O)NCC1OCCCN1S(=O)(=O)c1cccs1 (stereo unspecified) | 1% | 0 | -9% | -11% | nt | 1%
Cn1cnnc1SCc1ccccc1Br | -9% | 14 | 5% | -22% | -1% | -1%
COc1ccc(CC(NC(C)=O)C(=O)NC2CCN(C(=O)NCc3ccccc3)CC2)cc1OC (stereo unspecified) | -10% | 0 | 10% | -11% | -10% | -9%
Cc1ccc(S(=O)(=O)N2CCN(C(=O)COC(=O)CCOc3ccccc3)CC2)c(C)c1 | ? | 19 | -9% | 83%[activator] | nt | 3%
Cc1csc2nc(NC(=O)c3ccccc3)sc(=O)c12 | -10% | 33 | -14% | -23% | -1% | 2%
CC(=O)CSc1nnc(-c2ccco2)n1-c1ccccc1 | -3% | 22 | 10% | -10% | 10% | ?
Cc1ccc(N(C(=O)c2csnn2)C(C(=O)NC2CCCCC2)c2cccnc2)cc1C (stereo unspecified) | -3% | -14 | -11% | 39% | 10% | 5%
COc1ccc(/C(N)=N/OC(=O)CCC2CCCC2)cc1 | -7% | 26 | 28% | -14% | -1% | 0%
C#CCOC(=O)CCCC(=O)Nc1ccccc1OC | -5% | 4 | 5% | 15% | 0% | ?
CCNC(=O)CC1C(=O)N(c2ccccc2)C(=O)N1Cc1ccc(F)cc1 (stereo unspecified) | -14% | -8 | nt | nt | nt | 0%
O=C(CN1CCN(c2ccccn2)CC1)Nc1ccc([N+](=O)[O-])cc1C(=O)Nc1ccccc1F | 3% | 6 | 8% | 10% | nt | -6%
COc1ccc(-c2cc(C(=O)Nc3c(F)cc(F)cc3Br)no2)cc1 | -14% | 0 | 8% | -24% | -3% | 4%
CN(C)C(=O)c1cn(-c2ccccc2)nc1-c1cccs1 | 3% | 7 | -3% | 13% | 0% | -6%
CCCOc1ccc(CNC(=O)c2ccc3c(c2)N(CC)CCS3)cc1 | -1% | 40 | -20% | -41% | 10% | 5%
CCn1c(=O)cc(OCC(=O)Nc2cc(OC)c(OC)c(OC)c2)c2ccccc21 | 15% | 19 | nt | nt | nt | ?
